# influenza NS1A – H1N1 influenza NS1A inhibitors, functional cell based assay (AID 504329); NS1A functional cell-based assay, percent inhibition; higher % means a stronger effect; one-dose inhibition, % at 12.5 µM; IC50 in µM for titrated hits; 340,000 compounds, 0.3% hits; in the data active = a potency from the dose series; inconclusive = inhibition above about 27% without an active follow-up result; note: strong numbers were not always called active
# PhoP GFP inhibition – Inhibition of PhoP regulon, Salmonella typhi GFP reporter cells, confirmation, 4 h (AID 1850); 310,000 compounds, 0.33% hits; Salmonella Typhi PhoP-promoter GFP reporter, fluorescence, 4 h; higher % means a stronger effect; inhibition, % at 50 µM; hits with a dose series show IC50 in µM; in the data active = a potency from the dose series; inconclusive = inhibition mostly from about 25% at the one dose, without a potency; inactive = the rest, 99 in 100 with inhibition below about 19%;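 note: 0% = induced wells with vehicle and 100% = uninduced wells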
# M. tuberculosis HTS – M. tuberculosis growth inhibition, HTS (AID 449762); M. tuberculosis H37Rv growth inhibition, 7H9 media; higher % means a stronger effect; inhibition, % at 25 µM; hits with a dose series show IC50 in µM; 330,000 compounds, 0.59% hits; in the data active = a potency from the dose series; inconclusive = inhibition above about 70% without an active follow-up result;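 note: bacterial growth assessed after seven days of incubation; strong numbers were not always called active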
# M. tuberculosis – growth inhibition of non-replicating M. tuberculosis (AID 488890); Mycobacterium tuberculosis non-replicating, growth inhibition; higher % means a stronger effect; inhibition, % at 25 µM; hits with a dose series show IC50 in µM; 320,000 compounds, 0.39% hits; in the data active = a potency from the dose series; inconclusive = inhibition mostly from about 82% at the one dose, without a potency; inactive = the rest, 99 in 100 with inhibition below about 76%;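 note: plate controls were DMSO cells for no effect and high antibiotic wells for full effect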
# inhibitors of VEEV – inhibitors of VEEV TC-83 cytopathic effect, confirmation, Vero cells (AID 588727); inhibition, % at 20 µM, or IC50 in µM where a hit was titrated; 350,000 compounds, 0.13% hits; Vero cells, VEEV TC-83 cytopathic effect inhibition; higher % means a stronger effect; in the data active = a potency from the dose series; inconclusive = inhibition mostly from about 14% at the one dose, without a potency; inactive = the rest, 99 in 100 with inhibition below about 12%; note: strong numbers were not always called active
# An asterisk follows results filed as active; i = inactive; ? = inconclusive; . = no result given.
# Letter code – A = influenza NS1A; B = PhoP GFP inhibition; C = M. tuberculosis HTS; D = M. tuberculosis; E = inhibitors of VEEV
CN(C)c1cccc(F)c1C(=O)NC(=O)Nc1ccc(Cl)cc1
  A = -1% | B = . | C = . | D = . | E = 8.6%

COc1cc(OC)c(C(=O)Nc2ccncc2)cc1OC
  A = -3% | B = -5% | C = -4% | D = -9% | E = 1.8%

CC1CCCCC1NC(=O)COC(=O)c1ccc(N(C)C)cc1 (stereo not given)
  A = -9% | B = -1% | C = 0% | D = -3% | E = 1.2%

COc1ccc(CNC(=O)[C@@H](NC(=O)C2CCN(S(=O)(=O)c3ccccc3)CC2)C(C)C)cc1
  A = -6% | B = 2% | C = -12% | D = 0% | E = 1.4%

Cc1ccn2cc(-c3cccc(NC(=O)C(C)C)c3)nc2c1
  A = -9% | B = -1% | C = 4% | D = 17% | E = 6.6%

COc1cc2c(cc1OC)C(C)N(C(=O)C1=NN(c3cccc(C)c3)C(=O)CC1)CC2 (stereo not given)
  A = 11% | B = -4% | C = 4% | D = 19% | E = 3.0%

CN(C)c1ccc(C(=O)Nc2ccc(S(=O)(=O)NC3=NCCCCC3)cc2)cc1
  A = -7% | B = -13% | C = -1% | D = 6% | E = 3.6%

Cc1ccc(NC(=O)c2cc(S(=O)(=O)N(C)C)ccc2N2CCCC2)cc1F
  A = -7% | B = -6% | C = -6% | D = 36% | E = 7.6%

CC(C)N1CC(COc2ccc(Cl)cc2Cl)OC1=O (stereo not given)
  A = -3% | B = 7% | C = -8% | D = 3% | E = 0.2%

CCCC(CCC)C(=O)Nc1cccc(-c2cn3c(n2)SCC3)c1
  A = 2% | B = -7% | C = 4% | D = 20% | E = 0.8%

CC12CCC(C(N)C1=O)C2(C)C (stereo not given)
  A = -28% | B = . | C = . | D = . | E = i

CCOCCCNC(=O)C(c1ccc(C)cc1)N(Cc1cccs1)C(=O)c1ccccc1O (stereo not given)
  A = -1% | B = 9% | C = 2% | D = 7% | E = 8.2%

Cc1ccc(-c2nn(-c3ccccc3)cc2C2SCC(=O)N2Cc2ccccc2)o1 (stereo not given)
  A = 9% | B = . | C = 3% | D = ? | E = 8.0%

Cc1ccc2nc(NC(=O)CN3CCN(c4ccccn4)CC3)sc2c1
  A = -3% | B = -14% | C = -1% | D = 9% | E = 2.8%

COc1cc(C(=O)NCCOc2ccccc2C)c(Br)c(OC)c1OC
  A = -13% | B = -3% | C = 3% | D = -4% | E = i

Nc1nonc1-n1nnc(C(=O)N/N=C/c2ccc(OCc3ccccc3F)cc2)c1CNc1ccccc1
  A = 7% | B = 11% | C = -7% | D = -10% | E = 3.3%

Cc1ccc(NS(=O)(=O)c2ccc3oc(=O)ccc3c2)cc1Cl
  A = 5% | B = -3% | C = 1% | D = 11% | E = 0.5%

CC1(C)CC(=O)C2=C(C1)N(c1ccc(F)cc1)C(N)=C(C#N)C2c1cccs1 (stereo not given)
  A = -6% | B = 10% | C = 2% | D = -3% | E = 7.7%

O=C1CN(C(=O)COC(=O)CCS(=O)(=O)c2ccccc2Cl)c2ccccc2N1
  A = 3% | B = . | C = 3% | D = 21% | E = 1.1%

Cc1ccc(NC(=O)CCS(=O)(=O)c2cc3[nH]c(=O)c(=O)[nH]c3cc2C)cc1
  A = -1% | B = 0% | C = -1% | D = 0% | E = 2.8%

O=C(NCc1cccs1)C1CCC(CNS(=O)(=O)c2ccccc2)CC1 (stereo not given)
  A = 0% | B = 2% | C = 3% | D = 4% | E = 0.9%

CC(=O)c1ccc2c(c1)OCCOCCOCCOCCO2
  A = 8% | B = 1% | C = -8% | D = -18% | E = i

CCSc1nnc(NC(=O)c2nn(C(C)C)c(=O)c3ccccc23)s1
  A = 8% | B = -1% | C = 70% | D = ? | E = 7.4%

Clc1ccc(-c2nnc(SCc3nc(-c4ccccc4)no3)o2)cc1
  A = -8% | B = 1% | C = 51% | D = . | E = 0.7%

COc1ccc(-c2cn(-c3ccc(Br)cc3)c3[n+]2CCS3)cc1
  A = -2% | B = 14% | C = 1% | D = 6% | E = i

# The list goes on, overlapping the part above by two compounds.
# Letter code – A = influenza NS1A; B = PhoP GFP inhibition; C = M. tuberculosis HTS; D = M. tuberculosis; E = inhibitors of VEEV
Clc1ccc(-c2nnc(SCc3nc(-c4ccccc4)no3)o2)cc1
  A = -8% | B = 1% | C = 51% | D = . | E = 0.7%

COc1ccc(-c2cn(-c3ccc(Br)cc3)c3[n+]2CCS3)cc1
  A = -2% | B = 14% | C = 1% | D = 6% | E = i

Cc1ccc(OCc2cc(C(=O)NCC(C)c3ccccc3)no2)cc1C (stereo not given)
  A = -12% | B = 8% | C = 11% | D = -8% | E = 2.7%

Cc1nc(C(=O)NNC(=O)c2cccc(Cl)c2)c(C(F)(F)F)o1
  A = -23% | B = 6% | C = -2% | D = ? | E = i

Cc1cccc(N(C(=O)CCC(=O)Nc2cc(C)on2)C(C(=O)NC2CCCC2)c2ccc(C)o2)c1 (stereo not given)
  A = -1% | B = -8% | C = 6% | D = 49% | E = 0.2%

Cc1cc(N/N=C/c2ccccc2[N+](=O)[O-])nc(-n2nc(C)cc2C)n1
  A = -3% | B = -14% | C = 0.92µM* | D = 2µM* | E = 0.8%

Cc1cc(Cl)ccc1NC(=S)N1CCN(Cc2ccc3c(c2)OCO3)CC1
  A = -2% | B = -3% | C = -8% | D = 9% | E = 0.5%

C/C(=N\n1c(C)cc(C)c(C#N)c1=O)c1cccs1
  A = 17% | B = 3% | C = . | D = . | E = i

O=C(O)/C=C/c1coc2ccccc2c1=O
  A = 0% | B = 3% | C = 0% | D = 28% | E = i

O=c1[nH][nH]c(-c2ccccc2)c1C=Nc1ccc(C(F)(F)F)cc1
  A = -9% | B = -9% | C = 5% | D = 34% | E = 0.9%

CCOc1ccc(C(C)=O)cc1Cc1c(O)[nH]c(=S)[nH]c1=O
  A = -1% | B = 5% | C = -5% | D = -2% | E = i

CC(C)CC(NC(=O)c1ccc(Cl)cc1Cl)C(=O)O (stereo not given)
  A = -17% | B = -2% | C = 4% | D = 2% | E = 1.6%

O=C(CNC(=O)c1ccc2c(c1)S(=O)(=O)N=C1CCCCCN12)Nc1ccc(F)c(F)c1
  A = -1% | B = 4% | C = -6% | D = -3% | E = 4.5%

Cc1ccc(NS(=O)(=O)c2cccc(C(=O)OCC(=O)NCc3ccco3)c2)cc1
  A = 7% | B = -6% | C = 6% | D = 5% | E = 0.7%

COc1ccc(-n2nnnc2CNC(=O)C(=O)c2c[nH]c3ccccc23)cc1
  A = 2% | B = 0% | C = 2% | D = 18% | E = 5.8%

O=C(CCCC(=O)OCC(Cl)=C(Cl)Cl)Nc1cccc(F)c1
  A = -5% | B = 20% | C = -6% | D = ? | E = i

O=[N+]([O-])c1c(Nc2ccccn2)cc(Cl)c2nonc12
  A = 8% | B = 0% | C = ? | D = <0.1µM* | E = ?

CCOC(=O)C(NC(=O)C1C(C)N1S(=O)(=O)c1ccc(C)cc1)C(=O)OCC (stereo not given)
  A = -9% | B = -10% | C = 0% | D = -9% | E = 1.2%

COc1ccccc1NC(=O)Nc1ccc(NC(=O)c2ccccc2O)cc1
  A = 5% | B = 8% | C = 6% | D = -20% | E = 6.6%

CS(=O)(=O)N1CCN(C(=O)COc2ccccc2)CC1
  A = -2% | B = -6% | C = -4% | D = 12% | E = 2.5%

CCc1ccc2[nH]c(=O)c(C(c3nnnn3CC3CCCO3)N3CCCc4ccccc43)cc2c1 (stereo not given)
  A = 7% | B = 10% | C = 13% | D = 38% | E = i

NC(=S)NNC(=O)c1cccc(Cl)c1
  A = 11% | B = -1% | C = -2% | D = -10% | E = 0.5%

Cc1ccc(NC(=O)c2ccccc2F)cc1S(=O)(=O)N1CCCCCC1
  A = -1% | B = -8% | C = -2% | D = 16% | E = i

CCCC1=NCCn2cccc21
  A = -16% | B = 14% | C = 1% | D = 5% | E = i

Cc1ccc(C(=O)NCC(=O)OCC(=O)/C=C2\N(C)c3ccccc3C2(C)C)cc1C
  A = -5% | B = -12% | C = 0% | D = 42% | E = 0.1%

CCCCC(CC(O)COCC(C)C)C(=O)NNC(=S)Nc1ccccc1 (stereo not given)
  A = 3% | B = -9% | C = -5% | D = ? | E = i

c1ccc(-n2nnnc2Sc2n[nH]c(-c3ccncc3)n2)cc1
  A = 1% | B = -3% | C = -4% | D = 25% | E = i

# Structures listed so far containing a cyano group (2):
# Letter code – A = influenza NS1A; B = PhoP GFP inhibition; C = M. tuberculosis HTS; D = M. tuberculosis; E = inhibitors of VEEV
CC1(C)CC(=O)C2=C(C1)N(c1ccc(F)cc1)C(N)=C(C#N)C2c1cccs1 (stereo not given)
  A = -6% | B = 10% | C = 2% | D = -3% | E = 7.7%

C/C(=N\n1c(C)cc(C)c(C#N)c1=O)c1cccs1
  A = 17% | B = 3% | C = . | D = . | E = i

# More entries
# Letter code – A = influenza NS1A; B = PhoP GFP inhibition; C = M. tuberculosis HTS; D = M. tuberculosis; E = inhibitors of VEEV
O=C(c1ccc(-c2nnc(Nc3cccc(Cl)c3)c3ccccc23)cc1)N1C[C@H]2C[C@H](C1)c1cccc(=O)n1C2
  A = 5% | B = 5% | C = 6% | D = 33% | E = 3.3%

C=CCN1C(=O)NC(=O)/C(=C/c2ccc(OC)c(CSc3ccccn3)c2)C1=O
  A = -8% | B = -1% | C = 5% | D = 9% | E = 2.1%

Cc1[nH]c2ccccc2c1/C=N/Nc1nc(Nc2ccccc2)nc(N2CCOCC2)n1
  A = 1% | B = 5% | C = 2.9µM* | D = 54% | E = 23%

Cc1ccc(NC(=O)CN2CCC(NC(=O)Cc3ccccc3)CC2)cc1C
  A = -2% | B = 0% | C = -4% | D = 6% | E = i

Fc1ccc(-[n+]2nc(Nc3ccccc3)sc2-c2c3ccccc3cc3ccccc23)cc1
  A = 10% | B = -22% | C = ? | D = ? | E = i

CCn1ncc(Br)c1C(=O)Nc1ccc(F)cc1F
  A = 6% | B = 0% | C = 1% | D = 4% | E = i

CCc1ccc2c(c1)C(=O)CCC2
  A = -24% | B = . | C = . | D = . | E = 0.4%

CCN(CC)CCNC(=O)c1ccc(NC(=O)c2cccc(-n3cnnn3)c2)cc1
  A = -70% | B = -7% | C = 0% | D = -10% | E = 3.3%

COc1ccc(NC(=O)CSc2ccccn2)cc1OC
  A = 8% | B = -5% | C = 9% | D = 2% | E = i

CC1CCCCC12NC(=O)N(CC(=O)NCCc1ccccc1)C2=O (stereo not given)
  A = 0% | B = . | C = 3% | D = 13% | E = 0.9%

O=C(NCC1CCCO1)c1ccc(CNS(=O)(=O)c2ccc(F)c(Cl)c2)cc1 (stereo not given)
  A = -5% | B = 11% | C = -3% | D = -9% | E = 1.0%

COc1ccccc1CN1C(=O)CCC1(C)C(=O)NC1CCCCCC1 (stereo not given)
  A = -6% | B = 3% | C = 0% | D = 1% | E = i

CCC1(CC)C(=O)NC(=Nc2cccc(C(F)(F)F)c2)NC1=O
  A = 3% | B = 0% | C = -14% | D = 5% | E = 0.1%

COC(=O)CC(NC(=O)c1ccco1)c1ccc(C(C)C)cc1 (stereo not given)
  A = -5% | B = 2% | C = 1% | D = 6% | E = 1.2%

C[N+]1(CCNC(=O)/C=N/O)CCCCC1
  A = 4% | B = -1% | C = -2% | D = 15% | E = 1.7%

Cc1cccc(N2CCN(S(=O)(=O)c3cccs3)CC2)c1C
  A = -11% | B = 5% | C = 0% | D = 39% | E = i

COc1ccc(CCNC(=O)COc2ccc3c(c2)OCO3)cc1
  A = -2% | B = . | C = 14% | D = 42% | E = 0.8%

C/C(=N\NC(=O)C1CC1)c1ccc(OC(F)F)cc1
  A = -7% | B = 6% | C = 0% | D = 2% | E = 1.9%

# Record cards, as listed above. Order of screens: influenza NS1A, PhoP GFP inhibition, M. tuberculosis HTS, M. tuberculosis, inhibitors of VEEV
# Entry for `Clc1ccc(-c2nnc(SCc3nc(-c4ccccc4)no3)o2)cc1` = -8%, 1%, 51%, ., 0.7%
# Entry for `COc1cc2c(cc1OC)C(C)N(C(=O)C1=NN(c3cccc(C)c3)C(=O)CC1)CC2` (stereo not given) = 11%, -4%, 4%, 19%, 3.0%

# High-throughput results from PubChem BioAssay.
